Compound activity: PubChem, several laboratories
3CLpro inhibitor: SARS-CoV 3CLpro protease inhibition. P0C6X7. recombinant SARS-CoV 3CLpro, quenched FRET peptide cleavage. inhibition, % at 6 µM. 290,000 compounds, 0.14% hits; in the data active = inhibition above about 12%
Mtb FBA inh: inhibits M. tuberculosis FBA enzyme. AID 588726. P9WQA3. inhibition, % at 1 µM. purified M. tuberculosis FBA, fluorescence read-out. 360,000 compounds, 2.3% hits; in the data active = inhibition above about 27%;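 also: 0% = vehicle and 100% = reference inhibitor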
Target sequence (P9WQA3 whole entry, looked up): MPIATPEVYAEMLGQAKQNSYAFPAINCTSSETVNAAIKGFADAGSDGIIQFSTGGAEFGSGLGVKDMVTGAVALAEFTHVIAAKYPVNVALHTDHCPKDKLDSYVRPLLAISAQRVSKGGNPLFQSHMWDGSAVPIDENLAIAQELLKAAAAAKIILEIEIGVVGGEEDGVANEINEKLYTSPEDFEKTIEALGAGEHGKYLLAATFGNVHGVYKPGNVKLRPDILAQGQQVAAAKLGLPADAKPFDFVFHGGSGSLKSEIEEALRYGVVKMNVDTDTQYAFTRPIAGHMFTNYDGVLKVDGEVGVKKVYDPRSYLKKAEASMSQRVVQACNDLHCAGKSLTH
SSB-PriA inh: blocks PriA binding to SSB C-terminal tail | AlphaScreen SSBct-PriA binding, biotinylated peptide | inhibition, % at 33 µM | 430,000 compounds, 0.6% hits; in the data active = inhibition mostly above about 37%, no sharp cut-off; inactive = mostly below about 20%;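 also: plate controls were negative control peptide for no effect and reference peptide for full effect; strong numbers were not always called active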
GDH-TPI inh: inhibits GDH-TPI coupling enzymes, artifact for Mtb FBA screen; GDH-TPI coupled enzyme counterscreen, NADH absorbance; inhibition, % at 4.8 µM; 360,000 compounds, 1.2% hits; in the data active = inhibition above about 30%;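 also: 0% = DMSO wells and 100% = wells lacking the enzyme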
BioA inh: inhibitors of Mycobacterium tuberculosis BioA enzyme; AID 602481; purified M. tuberculosis BioA enzyme, plate reader; 360,000 compounds, 0.096% hits; inhibition, % at 9.99 µM; in the data active = inhibition above about 40%
UGM FP inh: blocks M. tuberculosis UGM enzyme. P9WIQ1. inhibition, % at 10 µM. 320,000 compounds, 0.06% hits. purified UGM, fluorescence polarization probe displacement; in the data active = inhibition above about 10%, passing the limit was not always enough
DUSP3 inh: inhibitors of human VHR1 phosphatase (DUSP3); P51452; recombinant VHR phosphatase, pNPP absorbance; inhibition, % at 13.3 µM; 290,000 compounds, 0.52% hits; in the data active = inhibition above about 50%; also: some compounds called inactive have numbers as strong as hits
Target sequence (P51452 whole entry, looked up): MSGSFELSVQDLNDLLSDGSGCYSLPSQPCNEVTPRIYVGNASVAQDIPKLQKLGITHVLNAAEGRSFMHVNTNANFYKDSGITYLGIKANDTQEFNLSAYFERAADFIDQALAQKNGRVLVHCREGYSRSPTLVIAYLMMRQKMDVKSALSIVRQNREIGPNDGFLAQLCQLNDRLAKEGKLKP
BH1578 lux ind: inducers of Vibrio cholerae quorum light production without autoinducers; activation, % at 18.7 µM; 350,000 compounds, 0.16% hits; AID 588436; V. cholerae BH1578 lux reporter, luminescence, 6 h; in the data active = activation mostly above about 9.7%, no sharp cut-off; also: not every result past the cut was called active; inactives centre near 0; reference of the scale not given here
Rv3671c inh: Rv3671c (M. tuberculosis) protease inhibition; P9WHR9; inhibition, % at 5.96 µM; 320,000 compounds, 0.048% hits; AID 2606; in the data active = inhibition above about 38%;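 also: extracellular domain of Rv3671c used as enzyme; 0% = enzyme with DMSO and 100% = no enzyme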
Target sequence (P9WHR9 whole entry, looked up, the tested form may be a part): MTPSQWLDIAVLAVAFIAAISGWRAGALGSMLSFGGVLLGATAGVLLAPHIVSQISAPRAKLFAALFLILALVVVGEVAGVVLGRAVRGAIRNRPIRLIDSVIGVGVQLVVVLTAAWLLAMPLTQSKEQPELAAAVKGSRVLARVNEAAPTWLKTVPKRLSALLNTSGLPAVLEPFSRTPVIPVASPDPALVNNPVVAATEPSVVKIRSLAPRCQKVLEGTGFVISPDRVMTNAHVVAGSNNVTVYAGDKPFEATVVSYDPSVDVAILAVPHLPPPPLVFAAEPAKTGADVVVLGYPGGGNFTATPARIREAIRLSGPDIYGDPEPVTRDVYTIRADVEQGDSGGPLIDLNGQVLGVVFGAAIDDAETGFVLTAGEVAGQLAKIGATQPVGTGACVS
MazF activator: activators of E. coli MazEF toxin-antitoxin RNase; AID 504720; activation, % at 20 µM; P0AE70; 350,000 compounds, 0.32% hits; FAM/BHQ RNA-DNA oligo cleavage fluorescence, 5 h; in the data active = activation above about 50%
Target sequence (P0AE70 whole entry, looked up): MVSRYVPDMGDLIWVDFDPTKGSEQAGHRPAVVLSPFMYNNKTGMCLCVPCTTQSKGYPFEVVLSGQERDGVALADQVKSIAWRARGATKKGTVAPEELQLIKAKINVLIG
An asterisk follows results filed as active; i = inactive; / = no result given; & = joins results of further samples. A portion of the library, so the mix of outcomes need not match the whole.

nr	mol	3CLpro inhibitor	Mtb FBA inh	SSB-PriA inh	GDH-TPI inh	BioA inh
1	c1ccc(OCCCn2nnc(-c3ccc(N4CCOCC4)cc3)n2)cc1	0	-1	4	8	-1.0
2	O=S(=O)(c1ccc(Nc2ccc3c(c2)OCO3)nc1)N1CCOCC1	3	0	-9	15	2.1
3	Cc1c(NC(=O)c2cc3nc(-c4ccc(Cl)cc4)cc(C(F)(F)F)n3n2)c(=O)n(-c2ccccc2)n1C	3	2	-4	5	-0.5
4	CCCCNS(=O)(=O)c1ccc(OCC(=O)N2CCN(Cc3ccc4c(c3)OCO4)CC2)cc1	-7	-2	3	-11	3.4
5	Cc1nnc(Nc2ccc(Cl)cc2)n(N)c1=O	1	-9	-4	8	1.0
6	Cc1c(Cl)cccc1NS(=O)(=O)c1ccccc1	/	0	-9	5	-0.2
7	O=S(=O)(NC1CCCCC1)c1cccc(-c2nnc(-c3ccccc3)o2)c1	1	1	-17	-5	-0.1
8	CCCCN1C[C@H](COC(=O)CCC)Oc2cccc(F)c2S1(=O)=O	/	-1	-11	4	1.0
9	Cc1ccc(S(=O)(=O)Nc2ccccc2-c2nc3ccccc3[nH]c2=O)cc1	/	7	-3	7	-1.2
10	Cc1cccc(C2NC(=O)c3ccccc3O2)c1 (centres undefined)	1	1	-17	1	0.0

nr	UGM FP inh	DUSP3 inh	BH1578 lux ind	Rv3671c inh	MazF activator
1	-1.3	18	-3.6	13	-9
2	1.2	0	-0.3	7	0
3	-0.4	18	-0.6	0	-1
4	1.3	42	i	-3	-3
5	-1.5	-7	i	-4	4
6	/	/	-3.2	/	-6
7	1.9	32	-0.2	-20	9
8	/	/	i	/	4
9	-3.0	/	-2.0	-2	3
10	-0.1	22	6.1	5	5

Gathered by group: those above with four or more nitrogen atoms (three)
nr	mol	3CLpro inhibitor	Mtb FBA inh	SSB-PriA inh	GDH-TPI inh	BioA inh
1	c1ccc(OCCCn2nnc(-c3ccc(N4CCOCC4)cc3)n2)cc1	0	-1	4	8	-1.0
3	Cc1c(NC(=O)c2cc3nc(-c4ccc(Cl)cc4)cc(C(F)(F)F)n3n2)c(=O)n(-c2ccccc2)n1C	3	2	-4	5	-0.5
5	Cc1nnc(Nc2ccc(Cl)cc2)n(N)c1=O	1	-9	-4	8	1.0

nr	UGM FP inh	DUSP3 inh	BH1578 lux ind	Rv3671c inh	MazF activator
1	-1.3	18	-3.6	13	-9
3	-0.4	18	-0.6	0	-1
5	-1.5	-7	i	-4	4

Next part:
nr	mol	3CLpro inhibitor	Mtb FBA inh	SSB-PriA inh	GDH-TPI inh	BioA inh
11	CC1(NC(=S)Nc2ccccc2)CCS(=O)(=O)C1 (centres undefined)	2	0	-5	4	-0.8
12	COC(=O)CN1C(=O)C2(C(C#N)=C(N)Oc3n[nH]c(-c4cccs4)c32)c2ccccc21 (centres undefined)	4	3	-2	5	-2.5
13	CCSc1nc2ccccc2n1CC(=O)OC	-3	6	-3	10	-0.2
14	Cc1ccc(C2=NC3(CCCCCC3)NC2=S)cc1	4	-1	-18	9	/
15	COc1cc(C(=O)NCCOc2cccc(C)c2)c(Br)c(OC)c1OC	-8	1	-6	-3	1.4
16	O=C(N/N=C/c1ccccn1)c1cc(-c2ccc(Br)cc2)nc2ccccc12	0	0	i	1	/
17	COC(=O)c1ccc(NC(=O)CSc2nncc3ccc(OC)c(OC)c23)cc1	4	-6	-6	2	-1.6
18	O=C(CCN1C(=O)/C(=C/c2cccs2)SC1=S)N1CCCCC1	6	-12	14	-6	-3.8
19	COc1ccccc1CC(=O)Nc1cccc(F)c1	0	3	-18	13	/
20	CCOc1ccc(NC(=O)Nc2nnc(CC)s2)cc1	3	8	-8	-4	-1.8

nr	UGM FP inh	DUSP3 inh	BH1578 lux ind	Rv3671c inh	MazF activator
11	2.4	-22	-0.7	1	6
12	3.8	11	-0.2	0	4
13	1.8	-8	i	-2	5
14	1.9	-11	i	-7	0
15	-2.9	10	i	4	8
16	5.7	25	-0.3	-11	-10
17	-1.4	28	-1.7	-12	-1
18	1.0	2	-0.5	0	-13
19	-1.2	3	-0.5	11	12
20	1.4	6	2.0	4	2

The list continues.
nr	mol	3CLpro inhibitor	Mtb FBA inh	SSB-PriA inh	GDH-TPI inh	BioA inh
21	CCCCN1CC(COCc2ccccc2)Oc2cccc(N3CCCC3)c2S1(=O)=O (centres undefined)	/	4	-15	14	-0.7
22	O=c1[nH]c2ccccc2c2ccccc12	1	8	-5&2&-8	0	2.1
23	Cc1cc(C(=O)NNC(=O)Nc2ccccc2)no1	5	3	-9	8	-4.9
24	Cc1cc(N2CCN(Cc3ccccc3)CC2)n2nc(C)c(-c3ccccc3)c2n1	-1	0	-17	-6	0.1
25	Cc1ccc(-c2ccc(CCC(=O)O)n2NC(N)=S)cc1	-1	2	-3	6	0.2
26	CC1CCCC(NC(=O)C2N(CCCN3CCCC3)C(=O)C3C(C(=O)Nc4cccc(Cl)c4)C4C=CC32O4)C1C (centres undefined)	7	1	-7	6	/
27	CCOC(=O)c1[nH]c2c(c1-c1ccccc1)C(=O)CC(c1ccc(OCC)cc1)C2 (centres undefined)	-1	6	-7	6	-3.7
28	CCCOc1ccc(/C(O)=C2\C(=O)C(=O)N(CCCOC)C23C(=O)N(C)c2ccccc23)cc1 (centres undefined)	0	1	/	15	-0.6
29	Cc1ccc(NC(=O)CCC(=O)NNS(=O)(=O)c2ccccc2)cc1C	1	2	-11	-9	/
30	COC(=O)C1=C(c2ccc(S(C)(=O)=O)cc2)C[C@@H]2CC[C@H]1N2C(=O)NCCCOC(C)C	/	2	-14	-4	-0.3

nr	UGM FP inh	DUSP3 inh	BH1578 lux ind	Rv3671c inh	MazF activator
21	/	/	i	/	-2
22	1.0	0	i	-5	3
23	1.6	0	-0.8	0	3
24	1.1	10	-0.4	5	-5
25	2.1	-3	-0.1	-1	0
26	-1.6	36	-0.3	4	9
27	0.8	-4	-0.2	8	-27
28	2.8	-4	-2.1	-8	2
29	-1.3	-4	0.2	-9	0
30	3.1	/	i	-1	1

Random excerpt: 3 entries already listed.
nr	mol	3CLpro inhibitor	Mtb FBA inh	SSB-PriA inh	GDH-TPI inh	BioA inh
28	CCCOc1ccc(/C(O)=C2\C(=O)C(=O)N(CCCOC)C23C(=O)N(C)c2ccccc23)cc1 (centres undefined)	0	1	/	15	-0.6
13	CCSc1nc2ccccc2n1CC(=O)OC	-3	6	-3	10	-0.2
5	Cc1nnc(Nc2ccc(Cl)cc2)n(N)c1=O	1	-9	-4	8	1.0

nr	UGM FP inh	DUSP3 inh	BH1578 lux ind	Rv3671c inh	MazF activator
28	2.8	-4	-2.1	-8	2
13	1.8	-8	i	-2	5
5	-1.5	-7	i	-4	4

Other structures.
nr	mol	3CLpro inhibitor	Mtb FBA inh	SSB-PriA inh	GDH-TPI inh	BioA inh
31	Cc1cc(N2Cc3ccccc3C2)ccc1C=O	0	-1	15	19	1.3
32	O=C(O)Cc1ccc(NS(=O)(=O)c2ccc3ccccc3c2)cc1	-5	1	-5	1	6.1
33	Cc1cccc(C)c1NC(=O)NC1(C(=O)NCCCN2CCOCC2)CCCCC1	1	-1	-10	0	-2.3
34	COc1ccc(C(=O)O)c(OC)n1	1	2	-4	6	-1.0
35	CCOc1ccccc1N(CC(=O)Nc1ccccc1)S(=O)(=O)c1ccccc1	10	3	-8	-9	3.7
36	CN(CCO)Cc1csc2ccc(Br)cc12	7	2	-4	8	-1.0
37	COc1ccc(OC)c(/C=N/n2c(COc3ccccc3)n[nH]c2=S)c1	-3	8	/	7	0.1
38	CC1(C)c2[nH]c3ccccc3c2C[C@H]2C(=O)N(CCCCCO)CC(=O)N21	-2	0	1	-12	-1.1
39	COc1ccc(S(=O)(=O)N2CCOCC2)cc1NC(=O)Cc1ccc(Cl)c(Cl)c1	6	-8	1	-11	/
40	O=C(N[C@H]1CCC(=O)N(CCSc2ccc(Br)cc2)CC1)OCc1ccccc1	/	-2	3	-5	1.7

nr	UGM FP inh	DUSP3 inh	BH1578 lux ind	Rv3671c inh	MazF activator
31	-0.3	-18	-0.3	0	13
32	0.8	14	-0.3	-6	-2
33	-1.5	29	8.3	-10	4
34	-4.3	-26	-0.4	6	4
35	0.3	2	i	3	3
36	0.5	9	i	-2	6
37	-3.2	21	-0.9	/	6
38	-1.9	9	i	0	3
39	-0.7	0	-0.2	-13	9
40	1.7	/	-0.8	0	-1

Results in 3CLpro inhibitor and GDH-TPI inh, for some of the entries so far:
no.	SMILES	3CLpro inhibitor	GDH-TPI inh
33	Cc1cccc(C)c1NC(=O)NC1(C(=O)NCCCN2CCOCC2)CCCCC1	1	0
38	CC1(C)c2[nH]c3ccccc3c2C[C@H]2C(=O)N(CCCCCO)CC(=O)N21	-2	-12
40	O=C(N[C@H]1CCC(=O)N(CCSc2ccc(Br)cc2)CC1)OCc1ccccc1	/	-5
31	Cc1cc(N2Cc3ccccc3C2)ccc1C=O	0	19
35	CCOc1ccccc1N(CC(=O)Nc1ccccc1)S(=O)(=O)c1ccccc1	10	-9
37	COc1ccc(OC)c(/C=N/n2c(COc3ccccc3)n[nH]c2=S)c1	-3	7

New compounds follow
nr	mol	3CLpro inhibitor	Mtb FBA inh	SSB-PriA inh	GDH-TPI inh	BioA inh
41	O=C(NC1CSC/C1=N\O)c1ccccc1 (centres undefined)	0	0	/	3	0.3
42	COc1ccc(C)cc1S(=O)(=O)N(CC(=O)N1CCCC1)c1ccccc1	0	1	-9	-9	-1.8
43	CCCCCCCC(=O)NN=C1CCN(Cc2ccccc2)CC1	3	1	19	-5	0.8
44	CCOC(=O)c1c(-c2cccs2)csc1NC(=O)CSc1ncn[nH]1	6	-1	5&-8	-6	1.3
45	CN(Cc1ccccc1O)CC1CCCN(CCc2ccc(Cl)cc2)C1 (centres undefined)	0	1	-4	7	-0.4
46	Cc1cc(C(=O)OCC(=O)NCCc2ccccc2)c(C)o1	-5	-1	1	4	0.1
47	C=CCn1c(C)cc(C(=O)COC(=O)C2CC(=O)N(CCc3ccc(OC)c(OC)c3)C2)c1C (centres undefined)	/	-2	11	-7	-0.7
48	O=C(c1cc(-c2ccc3c(c2)OCO3)on1)N1CCOCC1	2	-1	-8	10	-0.1
49	CC(=O)Nc1ccc(S(=O)(=O)NC2(C(F)(F)F)NC(=O)N(C3CCCCC3)C2=O)cc1 (centres undefined)	2	2	-8	0	-0.1
50	CC(=O)c1c(O)cc(=O)n(-c2ccccc2)c1-c1cccc2ccccc12	1	4	15	19	-0.3

nr	UGM FP inh	DUSP3 inh	BH1578 lux ind	Rv3671c inh	MazF activator
41	3.6	10	-0.4	-11	1
42	0.1	-11	0.1	3	-2
43	-0.3	-5	-0.2	-4	-5
44	3.4	8	-0.2	-26	-2
45	-1.2	6	-0.6	3	4
46	3.3	13	i	10	-13
47	/	/	i	7	2
48	-1.6	-6	i	4	2
49	-3.8	4	-1.5	-10	3
50	1.0	27	0.5	1	3

Further records
nr	mol	3CLpro inhibitor	Mtb FBA inh	SSB-PriA inh	GDH-TPI inh	BioA inh
51	CC(=O)OC(C(=O)NC1CCCCC1)c1ccc(C)cc1 (centres undefined)	-7	3	-9	7	0.2
52	Cc1c(Cl)cccc1-c1ccc(C(=O)N2CCN(c3ccc([N+](=O)[O-])cc3)CC2)o1	1	-1	3	8	-3.2
53	COc1ccc(C(c2nnnn2Cc2ccccc2)N2CCN(c3nc4ccccc4s3)CC2)cc1OC (centres undefined)	1	0	12	5	-0.9
54	COc1ccccc1-n1cnc2c(c1=O)c1nc3ccccc3nc1n2-c1ccc(C)cc1	9	0	-7	2	/
55	CC(CC(=O)Nc1cccc(Cl)c1)c1ccccc1 (centres undefined)	2	2	-36	12	/

nr	UGM FP inh	DUSP3 inh	BH1578 lux ind	Rv3671c inh	MazF activator
51	-2.0	10	-0.2	3	1
52	-1.5	29	i	-11	33
53	0.7	9	/	-2	-6
54	-3.1	5	-0.3	3	-10
55	0.8	5	-0.1	-6	-1
